PMI act hi M6P – PMI (human) activation, high substrate. coupled PMI enzyme assay, resazurin fluorescence, 20 min; stronger effect = higher value; 1 = untreated enzyme, 0 = substrate-free blank. activation factor at 20 µM. 0.34% of 190,000 active;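 active = activation factor of 2 or more at 20 µM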
Target sequence (P34949 whole entry, looked up): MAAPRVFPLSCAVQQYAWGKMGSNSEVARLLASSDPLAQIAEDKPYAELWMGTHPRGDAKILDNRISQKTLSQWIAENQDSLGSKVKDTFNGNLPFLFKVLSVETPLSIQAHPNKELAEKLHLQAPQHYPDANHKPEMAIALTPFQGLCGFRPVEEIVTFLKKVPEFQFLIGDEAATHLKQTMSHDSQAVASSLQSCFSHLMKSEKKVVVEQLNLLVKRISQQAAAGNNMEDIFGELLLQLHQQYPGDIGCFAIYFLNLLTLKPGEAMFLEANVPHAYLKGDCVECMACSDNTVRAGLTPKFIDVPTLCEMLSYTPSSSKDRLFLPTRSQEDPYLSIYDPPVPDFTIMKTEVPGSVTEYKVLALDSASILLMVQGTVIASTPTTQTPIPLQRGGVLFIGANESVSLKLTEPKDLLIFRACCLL
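test system = human PMI in coupled enzyme assay | medium = HEPES-buffered pH 7.4 with magnesium and detergent | also added = 1.0 mM mannose-6-phosphate substrate with 0.22 mM NADP+ | compound = 20 µM single dose | times = 20 min incubation at room temperature | measured by = resorufin fluorescence (Ex 544/Em 590 nm) from resazurin via diaphorase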
Redox H2O2 prof – compounds producing H2O2 with reducing agent – biochemical, NIH compound library profiling, artefact control for MLSCN library redox annotation, primary screen. AID 878. 0.03% of 200,000 active. DTT-dependent redox cycling H2O2, phenol red/HRP absorbance; 100% = 100 µM peroxide control, 0% = buffer. activation, % at 10 µM;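 active = activation of at least 50% relative to the plate's high and low controls in the primary single-dose screen; inactive = activation below 50%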;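 note: compound incubated with DTT at 0.8 mM final as the reducing agent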
Diaphorase act – activates diaphorase or chemically reduces, flagging diaphorase assay artifacts | Diaphorase/resazurin coupled assay, resorufin fluorescence, 16 min; stronger effect = higher value; 1 = vehicle wells, 0 = NADH-free wells | activation factor at 20 µM | 0.005% of 190,000 active | AID 1229;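 active = diaphorase activity raised at least twofold by the compound at 20 µM; inactive = activation factor below 2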
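Test system: Clostridium kluyveri diaphorase, purified enzyme; input: enzyme 0.07 U/mL final; buffer or medium: 50 mM HEPES pH 7.4 with 4.542 mM MgCl2, 0.005% Tween 20; also added: 0.114 mM NADH and 0.1 mM resazurin, final amounts; schedule: 16 min enzyme reaction, ambient temperature; technique: fluorescence of resorufin, 544 nm excitation, 590 nm emission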
RAM network inh – inhibitors of the yeast RAM network; S. cerevisiae dse1pr::URA3 reporter, 5-FOA growth OD615, 2 d; analog-sensitive cbk1-as2 kinase mutant strain; inhibition, % at 50 µM; 1.8% of 190,000 active; AID 868;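 active = inhibition above a set limit, 3 SD over mean compound inhibition, cut at about 8.4% in these data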;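 note: 0% = DMSO-only wells with no growth and 100% = 10 µM 1-NA-PP1 full growth; inhibition rescues growth on 5-FOA so higher OD means more RAM inhibition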
G6PDH counter – inhibits Leuconostoc G6PDH, flagging false hits in G6PDH-based assays | Purified L. mesenteroides G6PDH, diaphorase/resazurin coupled fluorescence, 45 min | inhibition, % at 5 µM | AID 1020 | 0.12% of 200,000 active
Lmaj promast – Leishmania major promastigote growth inhibition; Leishmania major promastigotes, resazurin fluorescence viability; inhibition, % at 10 µM; 9% of 200,000 active; AID 1063;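 note: promastigotes grown with compound for 44 hours at 28 °C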
S1P3 antagonist – S1P3 (human) receptor antagonism | CHO S1P3 NFAT-BLA reporter, FRET fluorescence, antagonist mode | inhibition, % at 4.98 µM | 0.27% of 170,000 active | AID 485;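 active = inhibition above the plate cutoff, the mean inhibition of test wells on that plate plus 3 SD, cut at about 28% in these data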;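 note: cells challenged with S1P at its EC80 of 0.8 µM; blue over green emission ratio from cleaved BLA substrate after 4 h stimulation; 0% = S1P-stimulated wells and 100% = unstimulated DMSO-only wells; some compounds past the cut are filed as inactive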
Target sequence (Q99500 whole entry, looked up): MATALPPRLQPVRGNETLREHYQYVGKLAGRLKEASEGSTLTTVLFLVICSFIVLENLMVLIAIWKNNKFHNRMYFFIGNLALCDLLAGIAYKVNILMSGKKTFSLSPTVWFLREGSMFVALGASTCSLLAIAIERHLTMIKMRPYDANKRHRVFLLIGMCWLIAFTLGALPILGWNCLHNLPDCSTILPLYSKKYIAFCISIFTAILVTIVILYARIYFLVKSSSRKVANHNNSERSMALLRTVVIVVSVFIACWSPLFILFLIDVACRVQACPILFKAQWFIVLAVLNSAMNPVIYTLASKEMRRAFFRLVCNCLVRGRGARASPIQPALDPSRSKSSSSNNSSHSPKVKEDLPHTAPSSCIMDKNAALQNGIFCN
PMI activator – activators of human phosphomannose isomerase; activation factor at 20 µM; P34949; AID 1214; purified human PMI, coupled resazurin fluorescence, 20 min; stronger effect = higher value; 1 = vehicle control, 0 substrate-free wells; 0.005% of 190,000 active;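 active = activation factor of 2 or more at 20 µM, relative to plate controls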
Hsp70 activator – transcriptional activators of Hsp70; activation, % at 10 µM; 0.04% of 200,000 active; AID 1203; HeLa Hsp70 promoter luciferase reporter, luminescence; scaled: vehicle 0, proteasome-inhibitor control 100%;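 active = activation above the mean across all tested compounds plus 3 SD, cutoff set per campaign, cut at about 5.5% in these data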;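 note: 100% = MG132 at 30 µM as the positive control and 0% = DMSO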
Diaphorase inh – counter-screen for diaphorase-based assays: diaphorase inhibitors and chemical oxidizers | 0.69% of 190,000 active | diaphorase resazurin-to-resorufin fluorescence, NADH, 16 min; bacterial (C. kluyveri) enzyme, not human | inhibition, % at 20 µM;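 active = primary screen inhibition at 20 µM above a set limit, cut at about 50% in these data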;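 note: plate controls were DMSO with full reaction for no effect and wells lacking NADH for full effect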
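Benchmarks: positive control wells lacking NADH, neutral wells with DMSO only. System: bacterial diaphorase enzyme (C. kluyveri). Input: 0.14 U/mL diaphorase, enzyme working solution. Detection: resorufin fluorescence, excitation 544 nm, emission 590 nm. Times: 16-min room-temperature incubation before reading.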
TLR4-MyD88 BLA – inhibitors of human TLR4-MyD88 binding. AID 861. inhibition, % at 8.4 µM. 0.18% of 200,000 active. O00206+Q99836. HeLa CL3-4 TLR4/MyD88 BLA complementation, FRET ratio; in the data active = inhibition above about 25%;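 note: 0% = vehicle and 100% = reference inhibitor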
An asterisk follows results filed as active; nt = no result given. Cut-off read from the data, not from the text of the source, unless noted: active = inhibition above about 50%; inactive = the rest.

SMILES | PMI act hi M6P | Redox H2O2 prof | Diaphorase act | RAM network inh | G6PDH counter | Lmaj promast | S1P3 antagonist | PMI activator | Hsp70 activator | Diaphorase inh | TLR4-MyD88 BLA
COc1cc(NC(=S)NC(C)(C)C)c(OC)cc1Cl | 0.8 | -0.1 | 0.9 | 1.7 | -0.5 | 67.1* | -23.5 | 1 | -0.1 | 5.3 | 0.7
CCCn1c(SCC(=O)c2ccc3c(c2)OCCO3)nc2c1c(=O)n(C)c(=O)n2C | 1.1 | -0.8 | 1.1 | 2.5 | -7.8 | -9.8 | -12.3 | 1.1 | -0.3 | -7.4 | 20.1
Cc1ccc(NC(=O)CC(NCC2CCCO2)C(=O)O)cc1C (stereo unspecified) | 0.9 | -0.9 | 0.9 | 1.0 | 1.3 | -6.9 | -1.8 | 1 | -0.1 | 10.3 | 3.1
O=C(CSc1nnc2ccccn12)NNC(=O)c1ccc(Cl)cc1 | 0.9 | -1.0 | 0.9 | 0.9 | -1.4 | -6.7 | 9.5 | 1 | -0.1 | 11.0 | 3.6
CN(C)/C=N/c1ncc(C(=O)OC(C)(C)C)s1 | 1 | -1.6 | 1.1 | -0.4 | -0.3 | -2.3 | -21.0 | 1 | 0.4 | -7.5 | -6.7
CCOC(=O)N1CCN(c2nc(-c3ccco3)cc(C(F)(F)F)n2)CC1 | 0.9 | -0.1 | 0.8 | 3.8 | 10.7 | 11.2 | nt | 1 | -0.1 | 18.5 | -0.6
CN(C)S(=O)(=O)c1ccc(C(=O)Nc2ccccc2OC(F)(F)C(F)F)cc1 | 0.9 | -0.1 | 0.9 | 1.6 | -19.1 | -3.0 | 14.7 | 0.9 | -0.2 | 9.3 | -3.9
CCC(C)NC(=O)Cn1cccc1C(=O)c1ccccc1 (stereo unspecified) | 1.1 | 1.1 | 1.2 | 0.5 | 7.7 | -4.7 | 0.7 | 1 | -0.4 | -16.4 | -7.6
O=C(Nc1nnc(-c2ccc3c(c2)CCCC3)o1)C1COc2ccccc2O1 (stereo unspecified) | 1.1 | -1.0 | 1.2 | 0.5 | 2.5 | -5.5 | -34.1 | 1.2 | -0.3 | -20.9 | 15.9
CCCCNC(=S)N/N=C/C1=CCC2CC1C2(C)C (stereo unspecified) | 1 | -0.2 | 0.8 | 8.6* | 2.1 | 100.1* | -14.6 | 1 | -0.2 | 18.6 | -11.6
O=C(c1ccc(S(=O)(=O)N2CCOCC2)cc1)N1CCCc2ccccc21 | 1 | 0.1 | 1 | -0.5 | -2.8 | -2.4 | nt | 1 | -0.4 | 2.7 | 17.6
Cc1nc2cc(C(=O)NCc3cccnc3)ccc2n1-c1ccc(F)cc1F | 1.1 | -0.5 | 1 | 0.2 | 3.3 | -4.4 | -15.6 | 1.2 | 0.6 | -0.3 | -10.4
COc1ccccc1C(c1nnnn1CC1CCCO1)N1CCN(c2ccccc2)CC1 (stereo unspecified) | 1.1 | -0.2 | 0.9 | 3.2 | 20.9 | 6.1 | -25.3 | 1 | -0.4 | 13.4 | 0.1
Cc1ccnc(NC(=O)CCC2COc3ccccc3O2)c1 (stereo unspecified) | 1 | -0.5 | 0.9 | 0.7 | 9.0 | -6.6 | -14.4 | 0.9 | 0.2 | 14.3 | 19.9
CCN(CC)C(=O)Cn1c(=O)n(CCCCCC(=O)Nc2ccccc2)c(=O)c2sccc21 | 1 | 0.1 | 0.9 | 1.4 | 8.7 | -8.2 | 7.9 | 0.8 | -0.3 | 12.3 | -10.5
CN(C)c1nc(NCc2ccccc2)nc(N/N=C/c2cccc(Br)c2)n1 | 1.1 | -0.6 | 1.1 | 2.0 | 10.3 | 51.6* | -7.7 | 1.2 | -0.3 | -9.4 | 0.4
COc1ccc(/C(CC2(O)C(=O)Nc3ccccc32)=N\O)cc1 (stereo unspecified) | 1 | 0.1 | 1 | -0.1 | 6.5 | -8.1 | -35.7 | 1 | -0.1 | -4.7 | -8.6
COc1ccccc1NC(=O)CSc1nc(N)c(-c2ccccc2)c(=O)[nH]1 | 0.9 | -1.0 | 0.8 | 3.0 | 9.9 | 9.8 | 6.4 | 0.9 | 0.2 | 19.6 | -0.2
CC1(C)OC(=O)N(c2ccccc2)C12C=Cc1cc(Br)ccc1O2 (stereo unspecified) | 0.8 | 0.2 | 0.8 | 1.7 | 4.9 | 25.3 | nt | 0.8 | 0.0 | 18.7 | 2.3
Cc1cc2nncn2c2ccccc12 | 1 | 0.0 | 1 | 0.5 | 13.4 | 1.2 | nt | 0.9 | 0.0 | -3.2 | 3.7
Brc1ccccc1-n1nnc(-c2ccnc3ccccc23)n1 | 1.2 | -0.1 | 1 | 7.0 | 5.7 | 3.6 | -2.8 | 1.4 | -0.3 | -3.6 | -2.5
COc1cc(CNCCNC(=O)c2cccs2)cc(OC)c1OC | 1.1 | -0.1 | 0.8 | -0.9 | 1.1 | -3.3 | 9.4 | 1 | -0.5 | 15.4 | 12.3
CCCc1[nH]nc2c1C(c1cccc(OC)c1)C(C#N)=C(N)O2 (stereo unspecified) | 0.9 | 2.3 | 0.8 | 0.9 | -1.8 | 40.3 | nt | 0.9 | -0.3 | 15.0 | 2.0
O=C(CSc1nc(-c2ccccc2)c(-c2ccccc2)o1)Nc1nncs1 | 0.9 | 0.1 | 0.8 | 5.8 | -3.1 | -6.5 | nt | 0.8 | -0.5 | 15.2 | -3.1
Cc1cc(C)cc(OCc2ccc(C(=O)NC3CCOC3=O)o2)c1 (stereo unspecified) | 1.2 | -0.2 | 1.1 | -0.5 | 3.0 | -3.5 | 11.1 | 1.1 | 0.8 | -7.0 | -1.2

Shown as a hit in RAM network inh (from the list above):
mol | PMI act hi M6P | Redox H2O2 prof | Diaphorase act | RAM network inh | S1P3 antagonist | PMI activator | Hsp70 activator | TLR4-MyD88 BLA
CCCCNC(=S)N/N=C/C1=CCC2CC1C2(C)C (stereo unspecified) | 1 | -0.2 | 0.8 | 8.6* | -14.6 | 1 | -0.2 | -11.6

Shown with tabs: two of the compounds above
smiles	PMI act hi M6P	Redox H2O2 prof	Diaphorase act	RAM network inh	G6PDH counter	Lmaj promast	S1P3 antagonist	PMI activator	Hsp70 activator	Diaphorase inh	TLR4-MyD88 BLA
CN(C)S(=O)(=O)c1ccc(C(=O)Nc2ccccc2OC(F)(F)C(F)F)cc1	0.9	-0.1	0.9	1.6	-19.1	-3.0	14.7	0.9	-0.2	9.3	-3.9
COc1ccc(/C(CC2(O)C(=O)Nc3ccccc32)=N\O)cc1 (stereo unspecified)	1	0.1	1	-0.1	6.5	-8.1	-35.7	1	-0.1	-4.7	-8.6

Entries of single compounds as entered above. Values in the order: PMI act hi M6P | Redox H2O2 prof | Diaphorase act | RAM network inh | G6PDH counter | Lmaj promast | S1P3 antagonist | PMI activator | Hsp70 activator | Diaphorase inh | TLR4-MyD88 BLA
COc1cc(NC(=S)NC(C)(C)C)c(OC)cc1Cl as listed: 0.8 | -0.1 | 0.9 | 1.7 | -0.5 | 67.1* | -23.5 | 1 | -0.1 | 5.3 | 0.7
O=C(Nc1nnc(-c2ccc3c(c2)CCCC3)o1)C1COc2ccccc2O1 (stereo unspecified) as listed: 1.1 | -1.0 | 1.2 | 0.5 | 2.5 | -5.5 | -34.1 | 1.2 | -0.3 | -20.9 | 15.9

Later entries
SMILES | PMI act hi M6P | Redox H2O2 prof | Diaphorase act | RAM network inh | G6PDH counter | Lmaj promast | S1P3 antagonist | PMI activator | Hsp70 activator | Diaphorase inh | TLR4-MyD88 BLA
Cn1c(COc2ccccc2)nnc1SCC(=O)c1cccc([N+](=O)[O-])c1 | 0.9 | 1.7 | 0.8 | 4.6 | -1.3 | 2.9 | nt | 0.9 | -0.1 | 18.2 | -8.7
CCCCCOC(=O)C1=C(C)Nc2nnnn2C1c1ccc(OC)c(OC)c1OC (stereo unspecified) | 0.8 | 2.2 | 0.8 | -1.4 | 14.3 | 92.7* | -40.8 | 0.8 | -0.3 | 22.3 | -16.3
CC(C)n1nnnc1SCC(=O)Nc1ccc2c(c1)OCO2 | 0.9 | 0.6 | 0.9 | -0.4 | 1.6 | -4.0 | nt | 1 | -0.3 | 14.5 | 7.1
Cc1ccc(-n2c([S-])c(C(=O)Nc3ccc(OC(F)F)cc3)[n+]3ccc(C(=O)NCCO)cc23)cc1C | 1.4 | 1.6 | 0.8 | 3.9 | -5.5 | 1.9 | 0.7 | 1.4 | 0.0 | 19.6 | -0.6
Cc1cccc(NC(=O)CN2C(=O)N/C(=C/c3ccc(C)s3)C2=O)c1 | 0.8 | 0.3 | 0.9 | 2.0 | -23.7 | -2.9 | -13.9 | 0.9 | -0.1 | 14.4 | -3.1
CC(=O)N1CCC(N2CCN(Cc3ccc(C)cc3)C(CCO)C2)CC1 (stereo unspecified) | 1 | -1.6 | 1 | -0.7 | 1.5 | 18.6 | 7.0 | 1 | -0.2 | 3.4 | 2.1
CC(=O)C(Sc1ccc2nnc(-c3cccnc3)n2n1)C(C)=O | 1.1 | -0.5 | 0.8 | -0.1 | 0.6 | -2.3 | -4.0 | 1.3 | 0.0 | 15.0 | -5.1
C=CCNC(=O)C1CC(=O)N(c2ccc(Br)cc2)C1 (stereo unspecified) | 1 | 2.8 | 0.9 | 1.2 | 4.6 | -4.4 | 2.5 | 1 | -0.2 | 5.5 | 13.9
C=C(C)Cn1c(SCC(=O)O)nc2c1c(=O)[nH]c(=O)n2C | 1 | -0.9 | 0.9 | -1.2 | -20.9 | -5.9 | 2.2 | 1 | 0.0 | 13.7 | -9.0
